# HTRA1 inhibitor: HTRA1 (human) protease inhibition | Q92743 | actives 0.5% (n = 340,000) | AID 504803 | recombinant HTRA1, FP-rhodamine activity-based probe, fluorescence polarization | inhibition, % at 5.96 µM; in the data active means inhibition above about 36%;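 further: 0% = enzyme with DMSO and 100% = wells lacking enzyme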
# Target sequence (Q92743 whole entry, looked up): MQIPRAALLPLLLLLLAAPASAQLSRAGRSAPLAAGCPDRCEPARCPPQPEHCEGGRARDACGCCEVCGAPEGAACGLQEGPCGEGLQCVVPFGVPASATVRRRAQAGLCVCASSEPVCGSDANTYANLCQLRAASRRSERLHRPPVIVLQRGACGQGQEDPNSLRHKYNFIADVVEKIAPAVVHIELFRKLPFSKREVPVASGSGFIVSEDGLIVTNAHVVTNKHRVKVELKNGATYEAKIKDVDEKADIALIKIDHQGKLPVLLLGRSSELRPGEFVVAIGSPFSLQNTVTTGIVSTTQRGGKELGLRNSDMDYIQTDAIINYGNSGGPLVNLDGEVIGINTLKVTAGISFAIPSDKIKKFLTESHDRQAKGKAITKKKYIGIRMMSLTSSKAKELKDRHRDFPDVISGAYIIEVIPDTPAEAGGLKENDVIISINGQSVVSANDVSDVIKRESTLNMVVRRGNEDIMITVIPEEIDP
# PRMT1 FP inh: inhibitors of human PRMT1. Q99873. recombinant PRMT1, activity-based probe fluorescence polarization. inhibition, % at 2.79 µM. actives 1.3% (n = 370,000). AID 652257;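 active means inhibition above about 21% made by adding two undisclosed values, limit read from the data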
# Target sequence (Q99873 whole entry, looked up): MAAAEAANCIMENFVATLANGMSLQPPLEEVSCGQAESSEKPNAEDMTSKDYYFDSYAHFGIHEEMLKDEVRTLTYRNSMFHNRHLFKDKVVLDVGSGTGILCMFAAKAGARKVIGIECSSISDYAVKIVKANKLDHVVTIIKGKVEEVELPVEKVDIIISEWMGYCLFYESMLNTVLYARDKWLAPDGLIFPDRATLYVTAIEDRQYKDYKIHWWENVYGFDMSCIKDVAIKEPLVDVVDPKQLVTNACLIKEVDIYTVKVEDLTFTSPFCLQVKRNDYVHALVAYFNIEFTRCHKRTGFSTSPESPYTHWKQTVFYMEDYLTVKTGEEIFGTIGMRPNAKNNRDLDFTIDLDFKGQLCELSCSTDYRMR
# UHRF1 MBD2 ctr: UHRF1 methyl-DNA binding inhibition | UHRF1 binding to methylated oligo, TR-FRET | inhibition, % at 4.4 µM | actives 0.75% (n = 370,000) | AID 687016; in the data active means inhibition above about 21%;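 further: UHRF1 SRA domain binding a hemimethylated CpG hairpin DNA probe; 0% = median of test compound wells and 100% = reference inhibitor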
# PG9 Ab binder: PG9 antibody binding by small molecule; inhibition, % at 6.7 µM; TR-FRET gp120-PG9 antibody binding; actives 0.43% (n = 360,000); in the data active means inhibition above about 8.5%
# Rev-erbA mod: Rev-erb alpha (human) modulation; Rev-erbα–FITC-DNA binding, fluorescence polarization, 90 min; actives 0.79% (n = 370,000); P20393; activity, % at 10 µM; AID 1259318;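 active means activity above about 14%, limit read from the data; passing the limit was not always enough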;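 further: 0% = DMSO wells with 35 nM protein and 100% = DMSO wells with 750 nM protein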
# MBD2 inh: MBD2-methylated oligo binding inhibition | Q9UBB5 | TR-FRET, MBD2 binding to methylated oligonucleotide | inhibition, % at 4.4 µM | actives 0.31% (n = 370,000); in the data active means inhibition above about 13%
# TCR CD3 inh: inhibitors of human TCR-CD3 interaction; inhibition, % at 9.4 µM; actives 0.37% (n = 360,000); TAMRA-labeled TCR probe fluorescence, biochemical; in the data active means inhibition above about 19%;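 further: recombinant mutant TCR 2C K166C tagged with TAMRA read by polarization; 0% = receptor in buffer alone and 100% = receptor with positive control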
# ABHD4 inh: inhibits mouse alpha/beta hydrolase domain 4. purified mABHD4, FP-Rh probe fluorescence polarization. inhibition, % at 8.92 µM. actives 0.54% (n = 370,000). AID 720543;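 active means inhibition exceeding the mean over every tested compound plus 3 SD, cut at about 30% in these data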;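 further: 0% = plate median of compound wells and 100% = S159A mutant with DMSO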
#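 System: mouse ABHD4 enzyme, wild type / Medium: HEPES pH 7.0, NaCl, Pluronic buffer / Reagent: FP-Rh activity-based fluorescent probe / Control set: S159A mutant high control, sample median low control / Detection: fluorescence polarization with parallel and perpendicular emission, 525/598 nm / Schedule: 45 min + 60 min at 25 °C / Compound dosing: 8.92 µM, single dose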
# LEDGF integ inh: blocks HIV-1 LEDGF/p75-dependent DNA integration | TR-FRET IN-LEDGF/p75 DNA integration, Eu/Cy5 | inhibition, % at 3.7 µM | actives 0.64% (n = 370,000) | AID 743269;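 active means inhibition above the screen-wide mean plus 3 SD, cut at about 13% in these data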;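 further: signal is the Cy5 over europium emission ratio at 671 and 618 nm; 0% = plate median of compound wells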
# rCAG binder: r(CAG) repeat RNA binding | AID 651821 | inhibition, % at 3 µM | actives 1.3% (n = 370,000) | TO-PRO-1 dye displacement fluorescence;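 active means inhibition above the plate cutoff, the mean of all test compounds on that plate plus 3 SD, cut at about 35% in these data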;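 further: 0% = DMSO alone and 100% = 100 µM mitoxantrone as full dye displacement; higher means more dye released from RNA so lower well fluorescence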
# Numbers without * were called inactive; . = no result given.
SMILES,HTRA1 inhibitor,PRMT1 FP inh,UHRF1 MBD2 ctr,PG9 Ab binder,Rev-erbA mod,MBD2 inh,TCR CD3 inh,ABHD4 inh,LEDGF integ inh,rCAG binder
O=S(=O)(c1ccc(SCc2ccc(Br)cc2)nc1)N1CCOCC1,-8.2,0.8,-1.1,-1.6,1.1,-1.8,1.6,-11.8,-1.2,4.6
COC(=O)[C@H]1C[C@@]2(O)CN(S(=O)(=O)c3ccc(C)cc3)C[C@@]2(OC(=O)Nc2cccs2)C[C@H]1C(=O)OC,-5.2,-0.8,-2.6,-3.2,-0.6,1.1,-1.4,-0.9,5.2,6.3
Cc1ccc(NC(=O)C2CCN(C(=O)[C@@H]3Cc4ccccc4CN3)CC2)cc1,2.3,0.5,-1.0,-0.4,-1.9,2.5,7.4,3.8,0.6,-7.2
CC(=O)c1c(C)nc(C)nc1NC(=O)C(C)C,-1.6,-2.5,0.7,-2.0,2.3,-2.3,9.7,5.9,-0.4,-3.7
COc1ccc(C)cc1-n1nnnc1SCC(=O)N1CCC(C(=O)Nc2nccs2)CC1,-5.4,-1.5,-1.7,0.2,-0.1,-0.5,4.8,-1.1,2.0,-2.4
CC(=O)N1CCN(C(=S)c2ccc(N(C)C)cc2)CC1,-3.0,5.3,-3.4,-3.6,3.5,-3.9,3.6,4.4,-2.3,-2.5
Cc1ccc(S(=O)(=O)ON=C2CCN(S(=O)(=O)c3ccccc3)CC2)cc1,5.4,-4.4,-0.6,-1.6,3.4,-3.3,-1.0,1.2,2.3,-1.4
CN(C1CCCCC1)S(=O)(=O)c1ccc(NC(=O)C2CCCCC2C(=O)O)cc1 (stereo not drawn),4.7,-0.7,-0.2,-1.5,-2.6,-5.3,-2.5,-9.0,1.0,21.8
O=C(CSc1n[nH]c(=O)n1C1CC1)c1c[nH]c2ccccc12,-0.3,1.1,-0.8,-1.4,-10.3,-1.9,-1.5,-5.9,0.1,0.9
Cc1oc2c(C)c3oc(=O)c(CCC(=O)NCCCN4CCCC4=O)c(C)c3cc2c1C,-9.0,-1.1,-4.1,-1.9,4.9,-7.5,3.9,-4.2,0.8,-2.2
COc1cccc(NC(=S)N(CCN(C)C)C(C)c2cccnc2)c1 (stereo not drawn),-3.2,6.0,-0.8,1.1,-9.6,1.4,-11.3,1.9,-8.8,-1.2
O=C(CSc1nnc2c(Cl)cc(C(F)(F)F)cn12)NCc1ccc(F)cc1,10.7,2.0,1.1,1.6,-7.1,-4.6,-9.8,1.9,4.9,2.5
CC1(C(=O)Nc2cccc(NS(C)(=O)=O)c2)Cc2c(-c3cccc(C(N)=O)c3)ccnc2O1 (stereo not drawn),.,-1.7,-2.9,-3.6,1.9,4.7,-4.4,-0.2,1.1,2.1
O=C(NCC1CCCO1)C(c1cccs1)N(Cc1cccs1)C(=O)Cn1nnc(-c2cccs2)n1 (stereo not drawn),-4.3,1.7,-0.9,0.0,3.6,2.7,5.6,0.0,-3.0,-5.9
S=c1[nH]nc(-c2ccccc2Cl)n1/N=C/C=C/c1ccco1,.,19.7,4.0,1.6,-2.5,-3.2,16.2,25.8,12.8,20.0
Cc1cc(C)n(/N=C/c2ccc(O)cc2)c(=O)c1C#N,7.1,0.9,0.9,0.4,-0.8,-3.2,12.4,0.1,7.4,2.4
COC(=O)c1c(NC(=O)CSc2ncnc3ccccc23)sc(C)c1C,-7.8,-2.8,2.2,0.5,-1.7,0.8,1.1,-9.7,5.9,2.0
O=C(c1ccco1)N1CCN(C(=O)c2cnn3c(C(F)(F)F)cc(-c4cccs4)nc23)CC1,-6.3,8.7,3.6,-1.0,4.8,-3.2,-4.1,-1.8,-1.7,3.1
Cc1cccc(OCC2=NS(=O)(=O)c3ccccc3N2)c1,-29.2,-2.6,0.3,-0.3,-0.9,-1.9,4.9,-12.6,1.8,11.2
COc1ccc(-c2nc(NC(C)=O)sc2-c2ccccc2)cc1,-11.5,2.7,-1.1,-0.6,-1.0,1.5,-3.4,-10.9,-3.6,4.2
O=C(CCSc1ccccc1)NC1CCCC1,5.2,-2.2,-2.1,-1.2,7.0,-0.8,-0.5,10.8,-4.2,-0.9
CN(C)c1ccc(C(CNS(=O)(=O)c2ccc(F)cc2)c2c[nH]c3ccccc23)cc1 (stereo not drawn),5.4,1.3,9.7,-2.1,-3.6,3.5,0.3,-9.4,-0.8,9.8
CCC(CC)NC(=O)c1cc2c(C)nn(Cc3ccccc3Cl)c2s1,-47.5,0.0,3.8,-0.5,3.7,-4.5,-0.4,-14.2,-3.1,-0.3
COc1ccccc1NC(=S)NC1CCC(CC2CCC(NC(=S)Nc3ccccc3OC)CC2)CC1 (stereo not drawn),-23.5,-3.9,1.5,-0.3,0.4,-1.5,-2.2,-7.0,-3.2,12.7
COc1ccc(CCNC(=O)C(=O)c2c[nH]c3ccccc23)cc1OC,-1.5,-0.7,-1.6,0.5,6.8,-0.7,0.8,-6.9,5.6,-1.1
Cc1ccc(S(=O)(=O)NC2CCCCCC2)cc1C(N)=O,6.6,-1.6,-1.3,0.4,-5.5,1.9,3.3,-2.6,-2.0,-2.5
COc1c2c(nc3ccccc13)OC(C(C)(O)COC(C)=O)C2 (stereo not drawn),3.9,1.2,4.9,-2.7,1.4,-0.9,-6.4,-5.0,2.0,-2.2
COC(=O)CCC(=O)OC1(C)C(=O)C=C2C=C(C3CC3)N(C3CCCC3)C=C2C1=O (stereo not drawn),7.9,9.9,2.8,-4.6,-0.9,-2.6,5.7,8.2,10.7,-0.8
O=C(O)c1cc([N+](=O)[O-])cc2c1nnn2O,2.4,3.5,-15.2,-16.1,7.0,-20.0,-0.8,5.0,-7.0,1.4
O=C(NN=C1CCCCC1)NC1CCCCC1,-5.8,-0.4,-1.0,-5.7,-1.5,-7.3,3.5,-3.4,2.8,-2.4
Cc1ccc(NC(=O)/C(=C\c2cccc([N+](=O)[O-])c2)NC(=O)c2cccs2)cc1,-3.7,2.6,0.6,0.7,1.9,4.5,-12.9,4.7,0.2,9.0
O=C(CSc1nc(-c2ccccc2)cc(=O)[nH]1)N1CCOCC1,-2.5,0.9,-2.8,-0.4,4.9,0.6,4.4,1.6,-4.7,0.0
O=C(CCOc1cccc(Br)c1)Nc1ccc(F)c(S(=O)(=O)N2CCOCC2)c1,-20.1,4.9,3.0,-1.2,2.6,-5.6,-5.9,-10.8,1.2,6.9
O=S(=O)(N/N=C\C=C\c1ccccc1)c1ccccc1,-2.4,-0.7,1.6,-3.0,2.1,-5.2,10.2,3.2,0.8,2.2
COC1(OC)C(=N/O)/C(=N\O)CCC1O (stereo not drawn),1.7,0.8,5.8,0.0,-0.2,-4.8,3.0,-2.1,-1.4,0.9
CCOC(=O)CN1CC23C=CC(O2)C(C(=O)Nc2ccc4c(c2)OCO4)C3C1=O (stereo not drawn),6.2,1.1,-2.3,-1.4,4.2,-2.7,-3.6,-4.6,7.8,4.7
O=C1NC(=O)/C(=C\c2ccc(Cl)cc2Cl)N1,-25.0,1.5,-3.4,-2.0,4.6,-0.3,0.0,3.8,0.6,1.4
CCC(=O)Nc1ccc(C(=O)NNC(=O)Cc2ccccc2)cc1,3.4,2.3,4.1,-0.9,-3.4,7.2,-0.3,0.7,-2.2,4.3
CNc1nc(C)c(C(=O)OCc2ccccc2)s1,1.9,0.0,-0.2,-1.2,3.9,1.4,2.8,-1.9,-0.1,-3.0
C=CCN1C(=O)C(=O)N(CC(=O)c2ccc3c(c2)CCCC3)C1=O,-4.5,-1.5,0.6,-0.5,-2.8,1.8,0.4,2.6,0.4,6.7
Cc1csc(SCC(=O)c2c(N)n(CC(C)C)c(=O)n(C)c2=O)n1,3.0,1.2,1.9,0.0,1.5,3.5,-6.0,4.0,-4.6,-3.2
O=C(Nc1cccc2[nH]c([C@H]3C[C@H](O)[C@@H](CO)O3)nc12)NC(c1ccccc1)c1ccccc1,.,1.1,-2.5,-1.6,-1.2,0.7,2.6,-6.4,-0.8,5.0
CC(Sc1nc2c(c(=O)[nH]1)CCCC2)C(=O)Nc1ccccc1C#N (stereo not drawn),0.8,3.0,-2.0,-0.5,4.1,-5.2,7.9,4.4,1.6,2.7
CCN(CC(=O)Nc1ccc(NC(C)=O)cc1)C(=O)C12CC3CC(CC(Cl)(C3)C1)C2,4.7,5.8,5.9,0.0,-2.7,2.7,-6.7,-10.7,-3.6,-2.7
O=C(CCCN1C(=O)C(c2ccccc2)Oc2cccnc21)Nc1ccccc1Cl (stereo not drawn),0.7,0.9,6.8,-0.9,9.6,5.0,5.9,2.1,-0.2,-4.2
Cc1ccc2nc(-c3ccncc3)[nH]c2c1,8.6,-5.1,-0.4,0.7,-0.1,-0.7,-2.4,-5.2,5.4,2.7
Cc1cc(NC(=O)C(C)SCC(=O)N(Cc2ccccc2)c2ccccc2)no1 (stereo not drawn),-8.4,-1.4,1.2,-0.3,4.0,1.4,-2.3,-1.9,-6.2,-7.7
CCC(=O)NNC(=O)c1cc(COc2cc(Cl)cc(Cl)c2)on1,-3.4,-0.4,-0.2,-1.6,-0.1,-2.6,5.5,1.9,-1.7,-0.8
COc1ccc(O)c(C(=O)c2cnc3c(c2)c(C)nn3C)c1,-5.7,0.2,-2.2,-1.3,-1.9,-1.4,-6.0,5.6,0.0,-0.8
S=C1NCN(Cc2cccnc2)CN1Cc1ccccc1,7.5,-3.5,5.9,-0.9,-5.7,0.9,-1.9,-3.8,3.4,-3.6
CCCCOC(=O)c1ccc(Nc2ccc([N+](=O)[O-])cn2)cc1,1.7,-1.3,2.7,-1.9,-3.6,-1.2,0.1,-3.0,-0.7,1.5
CC1(C(=O)NS(=O)(=O)c2ccccc2Cl)CCN1C(=O)Cc1ccc(Cl)cc1Cl (stereo not drawn),.,-2.6,-3.6,1.1,-7.5,-5.9,-6.6,-4.5,-0.9,23.2
O=S(=O)(Nc1nc2ccccc2nc1N1CCN(CCO)CC1)c1cc(F)ccc1F,3.6,-2.5,-3.0,2.8,-8.1,-0.8,2.8,0.1,-2.0,11.3
COC(=O)C1=C(C)N(Cc2ccccc2C(F)(F)F)C(=NCc2cccc(C(F)(F)F)c2)NC1c1ccc(C(F)(F)F)cc1 (stereo not drawn),.,4.0,3.5,-0.6,-2.3,7.5,-6.5,-1.9,0.5,2.3
CCN(CC)c1cc(Cl)c2nonc2c1N,-12.9,1.1,-9.5,-0.3,2.6,-3.2,4.7,3.6,-3.4,-4.2

# Whole records, looked up by structure. Order of screens: HTRA1 inhibitor, PRMT1 FP inh, UHRF1 MBD2 ctr, PG9 Ab binder, Rev-erbA mod, MBD2 inh, TCR CD3 inh, ABHD4 inh, LEDGF integ inh, rCAG binder
# `CCCCOC(=O)c1ccc(Nc2ccc([N+](=O)[O-])cn2)cc1` reads 1.7, -1.3, 2.7, -1.9, -3.6, -1.2, 0.1, -3.0, -0.7, 1.5
# `CCC(=O)NNC(=O)c1cc(COc2cc(Cl)cc(Cl)c2)on1` reads -3.4, -0.4, -0.2, -1.6, -0.1, -2.6, 5.5, 1.9, -1.7, -0.8
# `CC1(C(=O)NS(=O)(=O)c2ccccc2Cl)CCN1C(=O)Cc1ccc(Cl)cc1Cl` (stereo not drawn) reads ., -2.6, -3.6, 1.1, -7.5, -5.9, -6.6, -4.5, -0.9, 23.2
# `O=C(Nc1cccc2[nH]c([C@H]3C[C@H](O)[C@@H](CO)O3)nc12)NC(c1ccccc1)c1ccccc1` reads ., 1.1, -2.5, -1.6, -1.2, 0.7, 2.6, -6.4, -0.8, 5.0
# `CCN(CC(=O)Nc1ccc(NC(C)=O)cc1)C(=O)C12CC3CC(CC(Cl)(C3)C1)C2` reads 4.7, 5.8, 5.9, 0.0, -2.7, 2.7, -6.7, -10.7, -3.6, -2.7

# Screens: PubChem BioAssay, several laboratories

# Some of the compounds tested; rates above refer to the full screens.
